TRPC6 activator – activates the mouse TRPC6 cation channel. Q61143. B-score at 10 µM. AID 2550. 0.13% of 310,000 active. HEK293-TRPC6 membrane potential dye fluorescence; active compounds read high;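 active = B-score of the integrated fluorescence ratio above library mean plus 3 SD, and starting fluorescence ratio within library mean plus 5 SD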;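 also: higher score means more depolarization so channel activation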
Target sequence (Q61143 whole entry, looked up): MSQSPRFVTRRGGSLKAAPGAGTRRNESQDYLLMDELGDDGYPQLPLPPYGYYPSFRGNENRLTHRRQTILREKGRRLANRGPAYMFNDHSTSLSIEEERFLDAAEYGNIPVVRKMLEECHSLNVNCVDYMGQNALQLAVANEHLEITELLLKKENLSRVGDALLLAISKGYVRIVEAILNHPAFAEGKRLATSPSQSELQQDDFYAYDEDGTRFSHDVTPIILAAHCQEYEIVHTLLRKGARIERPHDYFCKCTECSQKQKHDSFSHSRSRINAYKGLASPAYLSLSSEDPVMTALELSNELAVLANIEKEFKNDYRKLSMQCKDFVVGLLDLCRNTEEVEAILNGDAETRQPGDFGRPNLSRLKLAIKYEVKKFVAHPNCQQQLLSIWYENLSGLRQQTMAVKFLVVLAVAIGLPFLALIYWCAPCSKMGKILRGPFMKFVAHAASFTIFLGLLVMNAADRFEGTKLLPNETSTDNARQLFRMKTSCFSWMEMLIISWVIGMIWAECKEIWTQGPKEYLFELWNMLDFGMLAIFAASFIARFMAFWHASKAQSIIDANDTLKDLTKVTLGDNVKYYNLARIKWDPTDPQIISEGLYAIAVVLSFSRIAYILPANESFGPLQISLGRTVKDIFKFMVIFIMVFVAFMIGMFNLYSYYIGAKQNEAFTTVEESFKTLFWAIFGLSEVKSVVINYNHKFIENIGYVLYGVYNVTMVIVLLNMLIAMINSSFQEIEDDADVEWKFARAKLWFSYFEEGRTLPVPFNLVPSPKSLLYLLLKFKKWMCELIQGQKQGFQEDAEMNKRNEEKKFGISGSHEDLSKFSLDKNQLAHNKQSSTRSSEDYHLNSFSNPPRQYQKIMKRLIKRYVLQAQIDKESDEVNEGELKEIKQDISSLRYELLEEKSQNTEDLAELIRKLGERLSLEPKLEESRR
TRPC6 inhibitor – blocks the mouse TRPC6 cation channel; HEK293-TRPC6, membrane potential dye, ACh-evoked depolarization; active compounds read low; B-score at 10 µM; 1.1% of 310,000 active; AID 2553;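 active = B-score under library mean minus 3 SD, initial fluorescence not abnormally high, positive integrated signal ratio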;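 also: B-score derived from integrated fluorescence ratio over the kinetic read; more negative B-score means stronger inhibition of depolarization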
AI-2 QS modul – modulators of Vibrio harveyi AI-2 quorum sensing system; Vibrio harveyi JMH597 AI-2 luminescence/OD600 ratio, 9 h; active compounds read low; strain lacks LuxN and CqsS sensors; 0 = neutral-control median; activity change, % at 7.5 µM; 0.4% of 300,000 active; AID 2094; in the data active = activity change below about -75%, passing the limit was not always enough;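 also: luminescence divided by OD600 gain over 9 h not by final OD600 alone; inactives centre near 13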
MrgX1 agonist – agonists of human MrgX1 receptor; B-score at 10 µM; Q96LB2; MrgX1-HEK293 cells, Fluo-4 calcium fluorescence, agonist mode; active compounds read high; 0.44% of 310,000 active;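 active = calcium response B-score plate-corrected fluorescence ratio at least 3 library SD, with starting fluorescence B-score inside 5 SD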
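Test system: Stable human MrgX1 HEK293 cell line | Schedule: Overnight plating before 1 h dye loading | Read-out basis: Baseline-normalised fluorescence change ratio, B-scored | Detection: Kinetic calcium dye fluorescence, Fluo-4 NW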
HIF act – HIF pathway transcriptional activation; U2OS HRE-luciferase reporter, luminescence; normalized: DMSO 0%, desferrioxamine 100%; activation, % at 7.5 µM (by protocol); 0.32% of 300,000 active; AID 1910;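 active = mean activation of at least 10% of the iron chelator positive control signal, with at least half of replicates also reaching 10%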
PolyA inhibitor – inhibitors of polyadenylation in S. cerevisiae | S. cerevisiae SKY197-pL101 polyadenylation reporter, beta-gal luminescence; efflux-impaired pdr1/pdr3 knockout yeast; score 100 = 6 SD above DMSO | calls only at 12 µM | AID 1875 | 0.02% of 300,000 active;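 active = lowest replicate activity score at least 50, where 100 means six control SD above control mean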;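 also: yeast exposed to compound for 9 h at 30 °C; higher score means more reporter readthrough which indicates perturbed polyadenylation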
MrgX1 PAM – allosterically activates human MrgX1 receptor signaling; Q96LB2; MrgX1-HEK293, Fluo-4 calcium flux, FDSS; active compounds read high; B-score at 10 µM; 0.63% of 310,000 active; AID 588675;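 active = plate-corrected calcium response at least 3 library SD above typical, normal starting fluorescence, not activating the receptor alone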;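 also: compound read alongside a low EC10 to EC30 dose of BAM8-22 agonist; peak minus trough fluorescence over baseline measured at the second addition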
TRPC4 PAM – allosterically enhances the mouse TRPC4 cation channel. 0.42% of 310,000 active. HEK293 TRPC4beta/mu-opioid, DAMGO EC20, Fluo-4 Ca2+ flux; active compounds read high. AID 2227. B-score at 10 µM;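 active = B-score of calcium response area above 5 SD of library B-scores, with initial fluorescence ratio within 5 SD of library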;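 also: B-score of integrated fluorescence ratio over time as area under calcium response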
MrgX1 antag – antagonists of human MrgX1 receptor; MRGX1-HEK293 calcium flux, Fluo-4, BAM8-22 antagonism; active compounds read low; B-score at 10 µM; 1.3% of 310,000 active; AID 588676;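 active = calcium-response B-score plate-corrected more than 3 library SD below zero, starting fluorescence within 5 deviations, no agonist response on first addition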;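 also: peak minus trough fluorescence over baseline after final BAM8-22 challenge near maximal dose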
TRPC4 agonist – TRPC4 (mouse) channel activation; Q9QUQ5; HEK293 TRPC4beta/mu-opioid, Fluo4 calcium fluorescence; active compounds read high; B-score at 10 µM; 0.49% of 310,000 active;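 active = B-score above 5 SD of library B-scores, and initial fluorescence ratio not above library mean plus 5 SD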;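 also: positive B-score marks a calcium rise read as TRPC4 activation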
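Material: HEK293 stable line with TRPC4beta plus mu-opioid receptor; technique: Fluo4 calcium-sensitive dye fluorescence, kinetic, 1 Hz baseline; timing: Fluo4 dye loading 45 min at room temperature, 110 s recording; controls: assay buffer as low control, maximal DAMGO as high control; read-out: integrated baseline-normalised fluorescence ratio, converted to per-well B score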
TRPC4 block – blocks the mouse TRPC4 cation channel; AID 2247; 0.39% of 300,000 active; B-score at 10 µM; HEK293 TRPC4beta/mu-opioid, DAMGO-evoked Fluo4 calcium flux; active compounds read low;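 active = B-score over 3 SD under the library average, no early fluorescence shift, positive overall ratio signal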
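test system = HEK293 cells with stable TRPC4beta plus mu-opioid receptor expression | detection = Fluo4 Ca2+ flux fluorescence | read-out = integrated fluorescence ratio relative to baseline, converted to per-well B score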
The depositor's hits bear a star; i = inactive; / = no result given. Only part of the results is shown; count on the stated rates, not on these rows.

SMILES | TRPC6 activator | TRPC6 inhibitor | AI-2 QS modul | MrgX1 agonist | HIF act | PolyA inhibitor | MrgX1 PAM | TRPC4 PAM | MrgX1 antag | TRPC4 agonist | TRPC4 block
Cc1cccc(N2CCN(C(=O)CC(NC(=O)c3ccccc3)c3ccccc3)CC2C)c1 (stereo not drawn) | i | i | 15.1 | i | -0.2 | i | i | i | i | i | i
CC1(C(=O)O)CCC(C(=O)Nc2ccc(S(N)(=O)=O)cc2)C1(C)C (stereo not drawn) | i | i | 13.3 | i | -0.6 | i | i | i | i | i | i
CCCCn1nnnc1SCC(=O)Nc1ccc(N(C)C)cc1 | i | i | 9.6 | i | 0.9 | i | i | i | i | i | i
CCCCNC(=S)NC(C)(C)CO | i | i | 15.9 | i | 0.0 | i | i | i | i | i | i
O=C(COc1ccccc1Cl)NCCc1ccc2c(c1)OCCO2 | i | i | 3.0 | i | 0.9 | i | i | i | i | i | i
O=C(NCCc1ccccc1)c1ccccc1Cl | i | i | -14.1 | i | 0.1 | i | i | i | i | i | i
O=C(OCC#CCSc1nnc(-c2cccc3ccccc23)o1)c1cccs1 | i | i | 3.6 | i | -0.1 | i | i | i | i | i | i
Cc1ccc(C)c(Nc2nc3ccccc3n3cnnc23)c1 | i | i | 13.3 | i | -0.2 | / | i | i | i | i | i
CC(=O)C1=C(O)C(=O)OC1c1ccc(Cl)cc1 (stereo not drawn) | i | i | 3.3 | i | 0.1 | i | i | i | i | i | i
Cc1cc(NS(=O)(=O)c2ccc(NC(=O)C(C)Oc3ccc(C(C)C)cc3)cc2)no1 (stereo not drawn) | i | i | 27.4 | i | -0.2 | i | i | i | i | i | i
COc1ccc2cc(C#N)c(SCC(=O)Nc3nonc3C)nc2c1 | i | i | 17.4 | i | 1.3 | i | i | i | i | i | i
COc1ccc(C(=S)N2CCOCC2)cc1OS(=O)(=O)c1ccc(Br)cc1 | i | i | 20.5 | i | -0.4 | i | i | i | i | i | i
N#Cc1ccccc1Sc1ccccc1C(=O)OCC(=O)NC1CCCCC1 | i | i | 0.9 | i | -0.4 | i | i | i | i | i | i
COc1ccc(C(=O)Nc2ccccc2C(=O)Nc2ccc(C(=O)O)cc2)cc1 | i | i | 15.2 | i | 0.7 | i | i | i | i | i | i
COc1ccc(-c2cn3cc(C)ccc3n2)cc1Br | i | i | 21.0 | i | 1.4 | i | i | i | i | i | i
Cc1ccccc1NC(=O)c1ccc(F)c(S(=O)(=O)N2CCN(c3ccccn3)CC2)c1 | i | i | 48.3 | i | -0.6 | i | i | i | i | i | i
COc1cccc(NC(=O)CCN2C(=O)c3ccccc3S2(=O)=O)c1 | i | i | -9.4 | i | -0.3 | i | i | i | i | i | /
CCOc1ccc(OCCOCCOc2ccccc2Cl)cc1 | i | i | -3.7 | i | 0.1 | i | i | i | i | i | i
COc1ccc2c(c1)c(CCN1C(=O)c3ccccc3C1=O)cn2C(=O)c1ccco1 | i | i | 21.4 | i | 0.1 | i | i | i | i | i | i
CC(C)(C)OC(=O)N1CSC[C@H]1C(=O)NC[C@H](CC(=O)O)c1ccc(Cl)cc1 | i | i | 8.4 | i | -22.6 | i | i | i | i | i | i
CCN(CC)S(=O)(=O)c1ccc(-c2nnc(SCC(=O)N3CCOCC3)o2)cc1 | i | i | 15.0 | i | -0.1 | i | i | i | i | i | i
CN(C)/C=C1\N=C(c2ccccc2)OC1=O | i | i | 6.2 | i | 0.3 | i | i | i | i | i | i
CC(C)CC(=O)Nc1ccc2c(c1)OCO2 | i | i | 27.4 | i | 1.0 | i | i | i | i | i | i
COc1ccccc1N(C)S(=O)(=O)c1ccc(C(=O)OCC(=O)NCc2cccs2)cc1 | i | i | 17.3 | i | 0.0 | i | i | i | i | i | i
O=c1[nH]c(/C=C/c2ccccn2)nc2ccccc12 | i | i | 14.1 | i | 0.0 | i | i | i | i | i | i
Cc1ccc(C(=O)NCCN2C3=NC[C@H](C)N3C[C@H]2Cc2ccc(O)cc2)cc1Br | i | i | -1.8 | i | 0.1 | i | i | i | i | i | i
CCCCc1ccc(-c2csc(/C(C#N)=C/c3ccc(C)o3)n2)cc1 | i | i | 26.0 | i | 0.2 | i | i | i | i | i | i
CC(C)N(Cc1nc(-c2ccccc2)no1)S(=O)(=O)c1ccccc1 | i | i | 3.7 | i | -0.4 | i | i | i | i | i | i
Cc1c(C(=O)NC2CC(=O)N(c3ccc4c(c3)OCCO4)C2)cccc1[N+](=O)[O-] (stereo not drawn) | i | i | 13.1 | i | 0.3 | i | i | i | i | i | i
Cc1cccc(C)c1NC(=O)C1(NC(=O)Cn2cccc([N+](=O)[O-])c2=O)CCCCC1 | i | i | 30.3 | i | -0.4 | i | i | i | i | i | i
CN(C1CCCCC1)S(=O)(=O)c1ccc(-n2cnnn2)cc1 | i | i | 1.0 | i | -0.4 | i | i | i | i | i | i
CN(C)c1ccc(/C=C/C(O)=C2/C(=O)N(C)C3(C)CC2c2ccccc2O3)cc1 (stereo not drawn) | i | i | 38.3 | i | 0.3 | i | i | i | i | i | i
Clc1ccccc1CSc1nncn1-c1cccnc1 | i | i | -4.4 | i | -1.0 | i | i | i | i | i | i
N/C(CN1CCCC1=O)=N\OC(=O)c1ccccc1Cl | i | i | 18.1 | i | 1.3 | i | i | i | i | i | i
COc1nc(N2CCCC2)nc(-n2nnc(C(C)=O)c2C)n1 | i | i | 11.9 | i | 0.8 | i | i | i | i | i | i
Oc1ccc(-c2nc3ccc4ccccc4c3c3c2CCC3)cc1O | i | i | -17.3 | i | 2.5 | i | i | i | i | i | i
CC(=O)c1ccc(NC(=O)c2ccc3snnc3c2)cc1 | i | i | 17.1 | i | 2.4 | i | i | i | i | i | i
CCOc1cc(C2C3=C(CC(C)(C)CC3=O)N(CCCOC)C3=C2C(=O)CC(C)(C)C3)ccc1OC | i | i | 4.6 | i | -6.0 | i | i | i | i | i | i
CCCCNC(=O)NCc1cnn(C)c1C | i | i | 4.8 | i | 0.5 | i | i | i | i | i | i
CN1CCN(S(=O)(=O)c2cccc(C(=O)Nc3sc4c(c3-c3nc5ccccc5[nH]3)CCCC4)c2)CC1 | i | i | -12.0 | i | 1.2 | i | i | i | -5.5* | i | i
NC(=O)C1CCN(c2ccc([N+](=O)[O-])cc2Cl)CC1 | i | i | 14.4 | i | -0.6 | i | i | i | i | i | i
COc1ccc(-c2nc(N)n(C(=O)c3cccs3)n2)cc1 | i | i | -9.7 | i | -0.3 | i | i | i | i | i | i
COc1ccc(/C=N/NC(=O)c2ccccc2OC)cc1COc1ccc(C)cc1 | i | i | 13.7 | i | -0.1 | i | i | i | i | i | i
CC(C)CN=CC1=C(O)c2ccccc2C1=O | i | i | 11.8 | i | 1.9 | i | i | i | i | i | i
C#CCOCCOCCOCCNc1nc(N2CCN(C(=O)[C@H](CCCCN)n3cc([C@@H](N)C(C)CC)nn3)CC2)nc(N2CCN(C(=O)[C@H](CCCCN)n3cc([C@@H](N)CC(C)C)nn3)CC2)n1 (stereo partly drawn) | i | i | 7.7 | i | 2.1 | i | i | i | i | i | i
CCOc1ccc(-n2ccnc2SCC(=O)NCc2ccc3c(c2)OCO3)cc1 | i | i | 7.8 | i | -0.4 | i | i | i | i | i | i
CCc1nc(CN2CCCC(C(=O)c3ccc4c5c(cccc35)CC4)C2)c(C)[nH]1 (stereo not drawn) | i | i | 28.6 | i | -0.1 | i | i | i | i | 116* | i
COc1ccc(/C=C/C(=O)OCC(=O)Nc2c(C)cccc2C)cc1 | i | i | 50.5 | i | -0.3 | i | i | i | i | i | i
COC(=O)c1cccc(NC(=O)c2ccc3c(c2)C(=O)N(Cc2cccnc2)C3=O)c1C | i | i | 30.4 | i | -0.1 | i | i | i | i | i | i
OCc1nc2ccccc2n1CCCOc1ccc(Br)cc1 | i | i | 19.2 | i | 1.0 | i | i | i | i | i | i
Cc1ccc(Cn2ccsc2=NC(=O)COC(=O)c2ccc(O)cc2O)cc1 | i | i | 14.1 | i | 0.9 | i | i | i | -7.74* | i | i
CCC(C)Sc1cccc(-c2nc3cc(C)ccn3c2NCc2ccccc2)c1 (stereo not drawn) | i | i | 21.3 | i | -4.6 | i | i | i | i | i | i
CCNC(=O)NC(=O)C(C)OC(=O)CCCSc1nc2ccccc2s1 (stereo not drawn) | i | i | 20.0 | i | -1.4 | i | i | i | i | i | i
Nc1nonc1-n1nnc(C(=O)N/N=C/c2ccco2)c1CSc1ccccc1 | i | i | 15.2 | i | -0.4 | i | i | i | i | i | i
CCOC(=O)c1ccccc1NC(=O)CSc1nnc(COc2ccccc2C)n1C | i | i | 2.1 | i | -0.7 | i | i | i | i | i | i
COc1ccc(C(C)=O)cc1COC(=O)CCNS(=O)(=O)c1ccc(C)c(C)c1 | i | i | / | i | -0.4 | i | i | i | i | i | i
O=C(O)C1Cc2ccccc2-c2ccccc2C1 | i | i | 11.7 | i | 1.4 | i | i | i | i | i | i
CCCN(CCC)S(=O)(=O)c1nc2nc(C)cc(C)n2n1 | i | i | 20.6 | i | -0.2 | i | i | i | i | i | i
COC(=O)c1cc(Sc2c(Cl)cccc2Cl)ccn1 | i | i | -3.2 | i | -0.2 | / | 46.3* | i | i | i | i
CC(C)Cn1c(N)c(C(=O)COC(=O)c2cnccn2)c(=O)n(C)c1=O | i | i | 33.2 | i | -1.1 | i | i | i | i | i | i
O=C(NCc1cccs1)c1noc2c1CCCCC2 | i | i | 23.2 | i | 2.8 | i | i | i | i | i | i
CCc1ccc(-c2cc(C)no2)cc1S(=O)(=O)N1CCCN(Cc2ccc(F)cc2)C1 | i | i | 15.4 | i | 0.0 | i | i | i | i | i | i

One compound at a time (already shown).
Profile of COc1ccc(-c2cn3cc(C)ccc3n2)cc1Br → TRPC6 activator = i; TRPC6 inhibitor = i; AI-2 QS modul = 21.0; MrgX1 agonist = i; HIF act = 1.4; PolyA inhibitor = i; MrgX1 PAM = i; TRPC4 PAM = i; MrgX1 antag = i; TRPC4 agonist = i; TRPC4 block = i
Profile of O=C(NCc1cccs1)c1noc2c1CCCCC2 → TRPC6 activator = i; TRPC6 inhibitor = i; AI-2 QS modul = 23.2; MrgX1 agonist = i; HIF act = 2.8; PolyA inhibitor = i; MrgX1 PAM = i; TRPC4 PAM = i; MrgX1 antag = i; TRPC4 agonist = i; TRPC4 block = i

Screening data from PubChem BioAssay.
